T cell modulator: modulators of CD8 T cell-vesicle binding, primary screen, mouse 2C CD8+ T cells, flow cytometry; 2C CD8+ T cell-vesicle binding; active compounds read low; calls only at 7 µM; AID 2052, 2009; hit rate 0.068% among 330,000;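 active = response, share of CD8 T cells binding vesicles, and their 90th percentile fluorescence all below set limits, cut at about 80% in these data, passing the limit was not always enough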
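Material: murine 2C transgenic CD8+ T lymphocytes / Also added: QL9-peptide-loaded Drosophila micro-vesicles bearing Ld, ICAM-1 and B7-1 / Schedule: binding step 1.5 h, 37 °C, antibody labelling 20 min, ice / Signal: flow cytometry, PE anti-B7-1 (FL2) versus Alexa647 anti-CD8 (FL8), PFA-fixed / Evaluation: percent CD8+ FL2 mean versus row control / Benchmarks: naked versus QL9-loaded vesicles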
Rac1 GTP hydrolysis: MgcRacGAP GTPase-activating activity inhibitors, confirmation, biochemical, ADP Hunter fluorescence. Rac GTPase-activating protein 1 (Homo sapiens). MgcRacGAP-stimulated Rac1 GTP hydrolysis, ADP Hunter fluorescence; higher % means a stronger effect; GST-tagged Rac1 F28L mutant substrate. inhibition, % at 30 µM, or IC50 in µM where a hit was titrated. hit rate 0.6% among 340,000;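 active = first-screen hits whose inhibition reached a set limit at any dose in the follow-up dose series; inconclusive = inhibition above the set first-screen limit but never retested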;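 note: fluorescence reports GDP produced by GAP-driven GTP hydrolysis; strong numbers were not always called active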
GPR55 antagonists: GPR55 antagonists blocking LPI-driven arrestin recruitment, primary screen, imaging, U2OS, beta-arrestin-GFP, LPI agonist (AID 2013); U2OS GPR55 beta-arrestin-GFP translocation imaging, LPI antagonism; higher % means a stronger effect; inhibition, % at 10 µM; hits with a dose series show IC50 in µM; hit rate 0.13% among 290,000;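 active = spots per cell inhibited over 60%, with over 100 cells counted and total cytoplasm intensity under 500,000; inconclusive = wells with under 100 cells, flagged as likely toxic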;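 note: U2OS cells stably carrying GPR55 and arrestin-GFP stimulated by 5 µM LPI near EC80; imaged beta-arrestin-GFP aggregate spots per cell after agonist stimulation; plate controls were LPI-stimulated DMSO wells for no effect and DMSO wells without LPI for full effect; some results filed as inactive read as strong as hits; confirmed hits need IC50 under 10 µM and bright autofluorescent wells are also inconclusive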
NTR1 agonist: agonists of NTR1, primary screen, imaging, U2OS cells, beta-arrestin-GFP, high content (AID 493036) | hit rate 0.17% among 330,000 | NTR1-U2OS beta-arrestin-GFP spot imaging, agonist mode | activation, % at 20 µM;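 active = activation at or above 40% of the spot to cytoplasm intensity ratio, with at least 20 cells analyzed; inconclusive = wells under 20 cells, flagged as cytotoxic or low count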;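 note: 0% = DMSO without peptide and 100% = 100 nM NTR1 peptide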
Target sequence (P30989 whole entry, looked up): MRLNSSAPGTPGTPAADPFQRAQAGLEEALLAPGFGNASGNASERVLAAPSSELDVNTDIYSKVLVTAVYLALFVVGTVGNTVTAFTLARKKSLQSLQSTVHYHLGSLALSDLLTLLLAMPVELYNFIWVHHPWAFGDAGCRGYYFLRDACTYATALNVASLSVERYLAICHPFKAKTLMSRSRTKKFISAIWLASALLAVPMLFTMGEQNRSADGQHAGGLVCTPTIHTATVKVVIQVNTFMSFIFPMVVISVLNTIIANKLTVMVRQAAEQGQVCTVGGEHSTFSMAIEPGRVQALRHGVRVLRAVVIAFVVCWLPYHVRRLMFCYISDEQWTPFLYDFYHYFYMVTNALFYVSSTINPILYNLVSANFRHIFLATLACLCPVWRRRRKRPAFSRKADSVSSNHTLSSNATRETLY
GPR55 activation: GPR55 agonists via beta-arrestin recruitment, primary screen, imaging, U2OS cells, beta-arrestin-GFP redistribution (AID 1961) | U2OS GPR55 beta-arrestin-GFP redistribution imaging; higher % means a stronger effect | G-protein coupled receptor 55 (Homo sapiens) | one-dose activation, % at 10 µM; EC50 in µM for titrated hits | hit rate 0.048% among 290,000;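 active = activation above 40% with more than 50 cells counted in the well; inconclusive = wells holding fewer than 50 cells, flagged as toxic or sparse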;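 note: U2OS osteosarcoma cells stably expressing GPR55 and beta-arrestin-GFP; plate controls were DMSO negative control for no effect and LPI positive control for full effect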
Large T inhibition: SV40 large T antigen inhibitors, biochemical (AID 1903). SV40 large T antigen ATPase/helicase inhibition assay; higher % means a stronger effect. one-dose inhibition, % at 20 µM; IC50 in µM for titrated hits. hit rate 0.39% among 310,000; in the data active = a potency from the dose series; inconclusive = inhibition mostly from about 32% at the one dose, without a potency; inactive = the rest, 99 in 100 with inhibition below about 32%; note: strong numbers were not always called active
Hep lipid drop: inhibitors of hepatocyte lipid droplet formation, primary screen, imaging, high-throughput imaging, BODIPY stain | AML12 mouse hepatocytes, oleate lipid droplets | inhibition, % at 6.5 µM | hit rate 0.4% among 240,000;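 active = lipid droplet intensity inhibited by at least 50%, with more than 500 cells counted; inconclusive = wells with under 300 cells, treated as cytotoxic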
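Assay system: AML12 hepatocytes (mouse) / Also added: 100 µM oleic acid challenge / Times: overnight treatment with compound plus oleate / Detection: high-content imaging of BODIPY-stained droplets and DAPI nuclei / Evaluation: % inhibition of lipid droplet signal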
GPR35 antagonists: GPR35 antagonists blocking zaprinast-driven arrestin recruitment, primary screen, imaging, U2OS, beta-arrestin-GFP, zaprinast agonist (AID 2058) | G-protein coupled receptor 35 (Homo sapiens) | U2OS GPR35 beta-arrestin-GFP translocation imaging, zaprinast antagonism; higher % means a stronger effect | one-dose inhibition, % at 10 µM; IC50 in µM for titrated hits | hit rate 0.052% among 290,000;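 active = inhibition of at least 50% with at least 30 cells and total cytoplasm GFP at most 10,000,000; inconclusive = under 30 cells or total GFP of 10,000,000 plus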
LYP phosphatase: inhibitors of LYP phosphatase, biochemical, fluorescence intensity, uHTS (AID 1779) | recombinant LYP phosphatase, fluorescence intensity; higher % means a stronger effect | hit rate 0.054% among 290,000 | inhibition, % at 11.5 µM; hits with a dose series show IC50 in µM; in the data active = inhibition above about 50%;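 note: plate controls were vehicle with enzyme for no effect and no enzyme for full effect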
Hep lipid drop cells 6.5 µM: second read-out of Hep lipid drop, no call of its own (marks repeat the call); cell count; measured here: cell count, cytotoxicity flag;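 cells counted across two imaged fields per well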
T cell modulator vesicle-bound %: second read-out of T cell modulator, no call of its own (marks repeat the call); double positive events, %; measured here: CD8+ vesicle-bound cell fraction;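 binding gate set so that unloaded-vesicle control wells show 10% double positive cells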
NTR1 agonist cell count 20 µM: also measured in NTR1 agonist; calls as there; cell count; measured here: cell count, cytotoxicity flag
* hit, by the source's call.

COCCN(C(=O)COc1ccc(Cl)cc1)c1nnc(-c2cccnc2)s1 was read as T cell modulator inactive, Rac1 GTP hydrolysis 2%, GPR55 antagonists 5%, NTR1 agonist 2.6, GPR55 activation 0.3%, Large T inhibition 2%, Hep lipid drop -10, GPR35 antagonists 4%, LYP phosphatase -2%, Hep lipid drop cells 6.5 µM 671, T cell modulator vesicle-bound % 27 and NTR1 agonist cell count 20 µM 41.
CCCCOCCCNS(=O)(=O)Cc1ccccc1 was read as T cell modulator inactive, Rac1 GTP hydrolysis 0%, GPR55 antagonists -4%, NTR1 agonist 0.1, GPR55 activation -0.1%, Large T inhibition 16%, GPR35 antagonists 11%, LYP phosphatase -2%, T cell modulator vesicle-bound % 9 and NTR1 agonist cell count 20 µM 46.
For CCOC(=O)c1sc(NC(=O)CSc2nnc(-c3ccc(OC)cc3)n2CCOC)nc1C the results were T cell modulator inactive, Rac1 GTP hydrolysis -1%, GPR55 antagonists -1%, NTR1 agonist -1.1, GPR55 activation 0.1%, Large T inhibition 5%, Hep lipid drop 2, GPR35 antagonists -13%, LYP phosphatase -2%, Hep lipid drop cells 6.5 µM 730, T cell modulator vesicle-bound % 18 and NTR1 agonist cell count 20 µM 73.
COc1ccc(CCNC(=O)c2cccc(NC3=NC4CS(=O)(=O)CC4S3)c2)c(OC)c1 (stereo not given) was read as T cell modulator inactive, Rac1 GTP hydrolysis 2%, GPR55 antagonists 3%, NTR1 agonist 2.6, GPR55 activation 0.6%, Hep lipid drop -5, GPR35 antagonists 7%, LYP phosphatase -12%, Hep lipid drop cells 6.5 µM 805, T cell modulator vesicle-bound % 56 and NTR1 agonist cell count 20 µM 58.
For CCc1ccc2[nH]c(=O)c(CN(CC3CCCO3)C(=S)NCc3ccco3)cc2c1 (stereo not given) the results were T cell modulator inactive, Rac1 GTP hydrolysis 8%, GPR55 antagonists -3%, NTR1 agonist 7.3, GPR55 activation -0.1%, Large T inhibition 11%, Hep lipid drop -3, GPR35 antagonists -12%, LYP phosphatase 0%, Hep lipid drop cells 6.5 µM 531, T cell modulator vesicle-bound % 47 and NTR1 agonist cell count 20 µM 56.
Screening Cc1ccc(-c2nn(-c3cccc(F)c3)cc2CN2CCN(c3ccccn3)CC2)o1 returned T cell modulator inactive, Rac1 GTP hydrolysis 6%, GPR55 antagonists 16%, NTR1 agonist 6.0, GPR55 activation -0.2%, Large T inhibition inconclusive, Hep lipid drop -18, GPR35 antagonists -4%, LYP phosphatase -4%, Hep lipid drop cells 6.5 µM 602, T cell modulator vesicle-bound % 33 and NTR1 agonist cell count 20 µM 61.
Screening O=C(CCC1CCCC1)Nc1cccn(Cc2ccccc2Br)c1=O returned T cell modulator inactive, Rac1 GTP hydrolysis 2%, GPR55 antagonists 8%, NTR1 agonist 5.2, GPR55 activation 0.0%, Large T inhibition 9%, Hep lipid drop -6, GPR35 antagonists -20%, LYP phosphatase 0%, Hep lipid drop cells 6.5 µM 694, T cell modulator vesicle-bound % 54 and NTR1 agonist cell count 20 µM 60.
`O=C(N/N=C/c1cccc([N+](=O)[O-])c1)c1ccc(CN2CCOCC2)cc1` gave T cell modulator inactive, Rac1 GTP hydrolysis 4%, GPR55 antagonists 13%, NTR1 agonist 1.4, GPR55 activation 0.6%, Large T inhibition 6%, Hep lipid drop 7, GPR35 antagonists 6%, LYP phosphatase 1%, Hep lipid drop cells 6.5 µM 689, T cell modulator vesicle-bound % 51 and NTR1 agonist cell count 20 µM 72.
Screening Cn1c(=O)c2ccccc2n(CC(=O)NCCC2=CCCCC2)c1=O returned T cell modulator inactive, Rac1 GTP hydrolysis 5%, GPR55 antagonists 14%, NTR1 agonist -1.9, GPR55 activation 0.6%, Large T inhibition 3%, Hep lipid drop -18, GPR35 antagonists 8%, LYP phosphatase -12%, Hep lipid drop cells 6.5 µM 737, T cell modulator vesicle-bound % 22 and NTR1 agonist cell count 20 µM 48.
CC(=O)Nc1nc2ccc(-c3nc4ccccc4o3)cc2s1 was read as T cell modulator inactive, Rac1 GTP hydrolysis 6%, GPR55 antagonists 8%, NTR1 agonist -0.3, GPR55 activation -0.4%, Large T inhibition 5%, Hep lipid drop 14, GPR35 antagonists 5%, LYP phosphatase -7%, Hep lipid drop cells 6.5 µM 732, T cell modulator vesicle-bound % 9 and NTR1 agonist cell count 20 µM 58.
Cc1cc(N2C(=O)C(O)=C(C(=O)c3cc4ccccc4o3)C2c2ccc([N+](=O)[O-])cc2)no1 (stereo not given) was read as T cell modulator inactive, Rac1 GTP hydrolysis 10%, GPR55 antagonists 10%, NTR1 agonist 0.2, GPR55 activation -0.2%, Large T inhibition 10%, Hep lipid drop 18, GPR35 antagonists -19%, LYP phosphatase -4%, Hep lipid drop cells 6.5 µM 737, T cell modulator vesicle-bound % 15 and NTR1 agonist cell count 20 µM 70.
For CCCN(Cc1cc2cc(OC)ccc2[nH]c1=O)C(=O)c1ccco1 the results were T cell modulator inactive, Rac1 GTP hydrolysis 9%, GPR55 antagonists 0%, NTR1 agonist -0.6, GPR55 activation 0.4%, Large T inhibition 19%, Hep lipid drop -27, GPR35 antagonists 28%, LYP phosphatase -7%, Hep lipid drop cells 6.5 µM 671, T cell modulator vesicle-bound % 38 and NTR1 agonist cell count 20 µM 72.
COc1ccc(CNC(=O)Cn2nc([N+](=O)[O-])cc2C)cc1 was read as T cell modulator inactive, GPR55 antagonists -1%, NTR1 agonist -1.0, GPR55 activation -0.1%, Large T inhibition 20%, Hep lipid drop 11, GPR35 antagonists 4%, LYP phosphatase -8%, Hep lipid drop cells 6.5 µM 803, T cell modulator vesicle-bound % 19 and NTR1 agonist cell count 20 µM 91.
`CCOc1ccc(Oc2ccccc2NC(=O)CSCC(=O)Nc2cc(C)on2)cc1` gave T cell modulator inactive, Rac1 GTP hydrolysis 2%, NTR1 agonist 1.3, Large T inhibition 11%, T cell modulator vesicle-bound % 33 and NTR1 agonist cell count 20 µM 55.
Screening Cc1nc2c(C(=O)NCCC(C)C)c[nH]n2c(=O)c1Cl returned T cell modulator inactive, Rac1 GTP hydrolysis 8%, GPR55 antagonists -1%, NTR1 agonist 1.5, GPR55 activation 0.1%, Large T inhibition 13%, Hep lipid drop -5, GPR35 antagonists -12%, LYP phosphatase -1%, Hep lipid drop cells 6.5 µM 723, T cell modulator vesicle-bound % 39 and NTR1 agonist cell count 20 µM 52.
CCCCC(=O)Nc1ccc(NC(=O)C2CC2)nc1 was read as T cell modulator inactive, Rac1 GTP hydrolysis 5%, GPR55 antagonists 3%, NTR1 agonist -3.3, GPR55 activation 1.9%, Large T inhibition -2%, Hep lipid drop 20, GPR35 antagonists -4%, LYP phosphatase -5%, Hep lipid drop cells 6.5 µM 741, T cell modulator vesicle-bound % 18 and NTR1 agonist cell count 20 µM 84.
For CCCNC(=O)C1CCN(S(=O)(=O)c2cccs2)CC1 the results were T cell modulator inactive, Rac1 GTP hydrolysis 2%, GPR55 antagonists 7%, NTR1 agonist 0.7, GPR55 activation -0.5%, Large T inhibition 6%, Hep lipid drop 4, GPR35 antagonists -7%, LYP phosphatase -6%, Hep lipid drop cells 6.5 µM 719, T cell modulator vesicle-bound % 29 and NTR1 agonist cell count 20 µM 34.
Screening Fc1ccc(F)c(C2=NNC(=Nc3ccccc3F)SC2)c1 returned T cell modulator inactive, Rac1 GTP hydrolysis 13%, GPR55 antagonists 5%, NTR1 agonist 0.5, GPR55 activation 0.1%, Large T inhibition -11%, Hep lipid drop 0, GPR35 antagonists 0%, LYP phosphatase -4%, Hep lipid drop cells 6.5 µM 711, T cell modulator vesicle-bound % 33 and NTR1 agonist cell count 20 µM 64.
`Cc1c(OCC(=O)NCC2CCC(C(=O)O)CC2)ccc2c(-c3ccccc3)cc(=O)oc12` (stereo not given) gave T cell modulator inactive, Rac1 GTP hydrolysis 10%, GPR55 antagonists 9%, NTR1 agonist 3.7, GPR55 activation -0.1%, Large T inhibition 5%, GPR35 antagonists 4%, LYP phosphatase -4%, T cell modulator vesicle-bound % 21 and NTR1 agonist cell count 20 µM 81.
Screening CCC(=O)Nc1cc2nn(-c3ccccc3)nc2cc1Cl returned T cell modulator inactive, Rac1 GTP hydrolysis 6%, GPR55 antagonists 5%, NTR1 agonist -5.7, GPR55 activation -0.2%, Large T inhibition 10%, Hep lipid drop 28, GPR35 antagonists 27%, LYP phosphatase -2%, Hep lipid drop cells 6.5 µM 721, T cell modulator vesicle-bound % 39 and NTR1 agonist cell count 20 µM 101.
O=C(c1ccco1)N1CCN(c2ccnc3cc(Cl)ccc23)CC1 was read as T cell modulator inactive, Rac1 GTP hydrolysis 14%, GPR55 antagonists -12%, NTR1 agonist 4.8, GPR55 activation -0.1%, Large T inhibition 8%, Hep lipid drop 1, GPR35 antagonists -5%, LYP phosphatase 3%, Hep lipid drop cells 6.5 µM 669, T cell modulator vesicle-bound % 48 and NTR1 agonist cell count 20 µM 90.
`Cc1cc(C)n(Cc2ccc(F)cc2)c(=O)c1C#N` gave T cell modulator inactive, Rac1 GTP hydrolysis 5%, GPR55 antagonists 4%, NTR1 agonist 1.5, GPR55 activation -0.4%, Large T inhibition 9%, GPR35 antagonists 6%, LYP phosphatase -5%, T cell modulator vesicle-bound % 16 and NTR1 agonist cell count 20 µM 76.

Bioassay records as filed in PubChem BioAssay.
